High-throughput results as filed in PubChem.
UDG counter: UDG inhibition counter-screen. FRET deamination/UDG coupled assay, UDG read, 4 h. Potency, µM (top dose mostly 115 µM), without a hit: at the top dose activity change, negative = inhibition, most hits filed as inhibitors. 91,000 tested, 0.14% active. AID 1347430; also: nearly all actives have a fitted effect of over 65% in size
AID inh: activation induced cytidine deaminase inhibition; Q9GZX7; AID deamination FRET fluorescence, UDG-coupled, 4 h; Potency, µM (top dose mostly 115 µM), without a hit: top-dose activity change, negative = inhibition, usual class: inhibitors; 91,000 tested, 0.32% active; AID 1347428; also: nearly all actives have a fitted effect of over 25% in size
Target sequence (Q9GZX7 whole entry, looked up): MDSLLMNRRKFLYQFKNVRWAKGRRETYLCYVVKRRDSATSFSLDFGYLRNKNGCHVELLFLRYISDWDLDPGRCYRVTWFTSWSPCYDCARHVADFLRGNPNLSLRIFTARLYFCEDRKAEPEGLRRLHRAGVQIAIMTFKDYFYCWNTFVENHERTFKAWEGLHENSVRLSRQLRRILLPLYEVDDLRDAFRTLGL
An asterisk follows results filed as active; ? = inconclusive; & = joins results of further samples; [ ] = another dose, or the depositor's remark. Calls follow the shape of the dose curve; as a rule, active = well fitted curve in the direction sought with a large enough effect; inconclusive = small, poorly fitted or top-dose-only effect, or another doubt; inactive = no such curve, though single readings can be large; an effect the other way counts as inactive or inconclusive. % is scaled to controls: 0 for no effect and ±100 for the full control effect; potency is read from the fitted curve at half-maximal effect. An excerpt; count on the stated rates, not on these rows.

compound,UDG counter,AID inh
CCc1nn2c(=O)cc(COC(=O)c3ccc(NC(=O)COc4ccccc4C)cc3)nc2s1,1%,11%
COc1ccc(/C=C/C(=O)Oc2ccc(Br)cc2)cc1,-1%,-1%
COc1ccc(NC(=O)CC2C(=O)N(c3ccc(C)cc3)C(=O)N2C2CCCCC2)cc1 (configuration not stated),5%,13%
CC(NC(=O)c1sc2ccccc2c1Cl)c1ccncc1 (configuration not stated),9%,-10%
C/C(Cl)=C/C[N+]1(CC#Cc2cccc3ccccc23)CCOCC1,3%,-22%
CCn1cc(C(=O)NCc2ccccc2)c(=O)c2cc(S(=O)(=O)N3CCOCC3)ccc21,-4%,11%
O=C1C2=C(Nc3ccccc3SC2c2ccc(Cl)c(Cl)c2)c2ccccc21 (configuration not stated),4%,88%[activator]
O=C(C1CCCN(S(=O)(=O)c2cccs2)C1)N1CCN(c2ccccc2F)CC1 (configuration not stated),?,?
CCc1nc(N)c(C#N)c(-c2cccs2)c1C,3%,-3%
COc1ccc2c(c1)/C(=N/OC(=O)c1cc(Cl)ccc1SC)CCC2,4%,10%

Continued.
compound,UDG counter,AID inh
CC(C(=O)Nc1cccc(C#N)c1)n1nc(-c2ccccc2)c2c(c1=O)CCCC2 (configuration not stated),17%,?
Cc1cccc(C(=O)Nc2ccc(C(=O)OCc3cc(=O)n4c(C)csc4n3)cc2)c1,-5%&-9%,?
O=C(NCCCNC(=O)c1cc2ccccc2[nH]1)c1cccc(F)c1,28%,-4%
COc1ccc(OC)c(CCNC(=O)CCc2cn(Cc3cc(C)ccc3C)c3ccccc23)c1,8%,-1%
COc1ccc(Nc2cc(C(=O)NCCCN3CCN(c4ccc(OC)cc4)CC3)c3ccccc3n2)cc1,-19%,-26%
COc1cc(C2CC(=O)N(c3sc4c(c3C#N)CCCC4)C3=C2C(=O)CCC3)cc(OC)c1OC (configuration not stated),5%,-3%
Cc1cc(NC(=O)C(C)OC(=O)c2cc3c(s2)CCCCCC3)no1 (configuration not stated),3%,-7%
CCOc1ccc(/C=C2\Oc3cc(OS(C)(=O)=O)ccc3C2=O)cc1,0%,1%
COc1cccc(-n2c(C)c(C)c3c2ncn2nc(-c4cccs4)nc32)c1,-3%,-5%
O=C(NCc1ccc(Cl)cc1)c1ccc2c(Cl)c3c(nc2c1)CCCC3,-5%,?

Carrying on:
compound,UDG counter,AID inh
Cc1cccc(/N=C/c2ccc([N+](=O)[O-])cc2)n1,-12%,-6%
COc1ccc(Nc2nc3ccccc3nc2NS(=O)(=O)c2ccc(C)cc2)c(OC)c1,6%,11%
CC(C)Cc1noc(CN2CCN(c3cccc(F)c3C#N)CC2)n1,-9%,-12%
COC(=O)/C(C#N)=C/c1ccc(OC)c(COc2cccc(C(F)(F)F)c2)c1,0%,3%
CCc1nn(CC(=O)Nc2ccc(C)c(F)c2)c(=O)c2cc3cc(C)ccc3n12,4%,21%
CCOC(=O)N1CCC(NC(=O)c2cnn(-c3ccc(C)cc3C)c2C2CCN(C(=O)OC(C)(C)C)CC2)CC1,-16%,-15%
Cn1c(=O)c2c(ncn2CC(=O)Nc2cccc(Br)c2)n(C)c1=O,-1%,-10%
CN1C(=O)Cc2cc(S(=O)(=O)NCCc3ccccc3)ccc21,-7%[57.5 µM],-5%[57.5 µM]
Cc1cccc(Nc2c(-c3ccsc3)nc3nc(C)cc(C)n23)c1,?,-20%
Cc1ccc(NC(=O)CCCn2c3ccccc3c(=O)c3cc(C)ccc32)c(Br)c1,-1%,0%

(more compounds)
compound,UDG counter,AID inh
CC(C)n1cnc(S(=O)(=O)N2CCCC(C(=O)NCc3ccccc3Cl)C2)c1 (configuration not stated),6%,-3%
COc1ccc(-c2nc3nc(C)cc(N4CCN(c5cccc(C(F)(F)F)c5)CC4)n3n2)cc1,-1%,-8%
CCn1nc(C(=O)Nc2ccc(OCC(C)C)c(Cl)c2)c2ccccc2c1=O,-8%,-12%
Cc1cc(C(=O)CSc2ncnc3ccccc23)c(C)n1C1CC1,42%[activator],-5%
CCCCn1nc(C(=O)Nc2cc(C(F)(F)F)ccc2N2CCOCC2)c2ccccc2c1=O,-6%,-20%
CC(=O)c1cccc(Nc2c3c(nc4nc(-c5cccs5)nn24)CCCC3)c1,-14%,?
Cc1cccc(Cn2c(-c3cccc(Br)c3)nc3ccccc32)c1,-19%,?
COc1ccc(C2C=C(c3ccc(Br)cc3)Nc3nnnn32)cc1 (configuration not stated),-4%,1%
Cc1ccc(-c2nc(C)sc2CC(=O)NCCc2cccs2)cc1,7%,5%
COc1ccc(C(=O)Nc2nc3n(n2)C(c2ccc(Cl)cc2)C=C(c2ccccc2)N3)cc1OC (configuration not stated),-1%,?

Later entries
compound,UDG counter,AID inh
Cc1cccc(N2CCN(C(=O)CCSCc3ccccc3F)CC2)c1C,-4%[57.5 µM],?
CCOC(=O)C(NC(=O)c1nccc2ccccc12)C(=O)OCC,-1%,-2%
NC(=O)CSc1nc2cc3c(cc2c(=O)n1CCCCCC(=O)NCc1ccc2c(c1)OCO2)OCO3,-8%,1%
O=C(C1CC1)N1CCc2cc(Br)cc(S(=O)(=O)N3CCN(c4cccc(Cl)c4)CC3)c21,-1%,15%
Cc1ccc2nc(C)cc(C(=O)NC3CCS(=O)(=O)C3)c2c1 (configuration not stated),2%,1%
CONC(=O)C(C)NC(=O)C12CC3CC(CC(C3)C1)C2 (configuration not stated),3%,4%
CCc1ccccc1NC(=O)c1ccc2c(c1)nnn2C1CCCC1,-7%,16%
CCOC(=O)/C=C/c1ccc(N)cc1,-5%,-4%
CC(=O)N1CCc2c(sc(NC(=O)CSc3ccccc3)c2-c2nc3ccccc3s2)C1,1%,322%[activator]
CCOc1ccc(NC(=O)CSc2nccc(-c3ccc(Br)cc3)n2)cc1,-6%,5%

The last four compounds of the section before are carried over, then new ones follow:
compound,UDG counter,AID inh
CCc1ccccc1NC(=O)c1ccc2c(c1)nnn2C1CCCC1,-7%,16%
CCOC(=O)/C=C/c1ccc(N)cc1,-5%,-4%
CC(=O)N1CCc2c(sc(NC(=O)CSc3ccccc3)c2-c2nc3ccccc3s2)C1,1%,322%[activator]
CCOc1ccc(NC(=O)CSc2nccc(-c3ccc(Br)cc3)n2)cc1,-6%,5%
CC(C)[C@H](Nc1ncnc2sc3c(c12)CCCC3)C(=O)O,2%,-3%
O=C(CSC1=Nc2ccccc2N=C(c2ccc(F)cc2)C1)NCc1ccccc1Cl,7%,18%
Cc1c(-c2ccccc2)nc2ccccc2c1C(=O)OCC(=O)NCC(F)(F)F,-3%,3%
CNC(=O)NCc1ccc(OC)cc1,-3%,5%
COc1ccc(-n2nc(C(=O)O)c(=O)n(C)c2=O)cc1,0%,-3%
CCOc1ccc(OCC)c(NC(=O)C2CCN(S(=O)(=O)c3ccc(Br)s3)CC2)c1,-5%[57.5 µM],6%
CCN(CC)c1cc2c(cc1F)c(=O)c(S(=O)(=O)c1cccc(C)c1)cn2C,-7%,-1%
COc1ccc(Cl)cc1NC(=O)N1CCC2(CC1)Oc1ccccc1C(=O)N2Cc1ccc(F)cc1,?,?
CCc1ccc(C(=O)CC2(O)C(=O)N(CCc3ccccc3)c3ccc(Br)cc32)cc1 (configuration not stated),-5%,?
CCOc1ccc(-n2nc(CO)c(C(=O)NCc3ccc(Cl)cc3)n2)cc1,-1%[57.5 µM],3%

Continuation.
compound,UDG counter,AID inh
Cc1[nH]c2ccccc2c1C(c1cccc(F)c1)c1c(C)[nH]c2ccccc12,-10%,12%
Cc1cc(CS(=O)(=O)Cc2ccc(F)cc2Cl)no1,-5%,-7%
CC(C)Oc1ccc(CNC(=O)C(C)n2ccc3cc(S(=O)(=O)N4CCCCCC4)ccc32)cc1 (configuration not stated),-14%,-25%
CCc1c(C)sc(NC(=O)CSCC(=O)O)c1C(N)=O,-4%,10%
COc1ccc(Cl)cc1N(C)C(=O)Cc1noc2ccc(C)cc12,0%,-25%
COc1cc(C2CC(=O)Nc3sc(C(=O)Nc4ccccc4)c(C)c32)ccc1O (configuration not stated),-3%,3%
O=c1cc2nc(-c3cccs3)nc(SCCOc3ccc(Cl)cc3)n2[nH]1,-12%,?
CCOc1ccccc1Oc1coc2cc(OC(=O)c3ccc4c(c3)OCO4)ccc2c1=O,4%,2%
O=S(=O)(c1ccccc1)c1nc(-c2ccccc2)oc1N1CCN(c2cccc(Cl)c2)CC1,-23%,-18%
NS(=O)(=O)c1ccc(N/N=C/c2ccc(F)cc2)c([N+](=O)[O-])c1,-11%,-5%

(next part)
compound,UDG counter,AID inh
C=CCOc1ccc(C(=O)Nc2ccc(C)c(C)c2)cc1,5%,-6%
CCNC(=O)CC1C(=O)N(c2ccc(F)cc2)C(=O)N1Cc1ccc(C)cc1 (configuration not stated),7%,7%
O=C(CSc1ncnc2scc(-c3ccc(F)cc3)c12)NC1CC1,3%,-12%
CC(=O)N1CCN(C(=O)Cn2ccc3ccc(OCc4ccccc4)cc32)CC1,1%,9%
COc1ccc(N(C)C(=O)c2nc(-c3cccc(F)c3)n3c2CCCCC3)c(OC)c1,-4%,-27%
COC(=O)Cn1nc(C)c2c(C)n(-c3ccccc3)nc2c1=O,1%,6%
CCc1cc(CC)n(-c2nc3c(c(=O)n(CC(C)C)c(=O)n3C)n2CCOC)n1,-4%,0%
Cc1ccc(N2CCN(S(=O)(=O)c3ccc(-n4cnnn4)cc3)CC2)c(C)c1,0%[57.5 µM],-10%
Cc1ccc(C)c(CSc2nnc3[nH]c(=O)cc(C)n23)c1,-4%,-1%
CCC1CN(C(=O)NCc2ccc(F)cc2)c2cc(Cl)ccc2O1 (configuration not stated),-1%[57.5 µM],-18%

The listing continues:
compound,UDG counter,AID inh
O=[N+]([O-])c1cccnc1Nc1cc(Cl)cc(Cl)c1,6%,-7%
C=C(Br)CNC(=O)Nc1cccc(COC)c1,10%,1%
Cc1cccc(CSc2ncc(Cl)c(C(=O)Nc3nnc(C)s3)n2)c1,-4%,-7%
Cc1cc(NC(c2nnc(-c3ccccc3)o2)c2ccccc2F)ccc1Br (configuration not stated),-24%,?
Cc1ccc(CCNS(=O)(=O)c2ccc3c(c2)CCN3C(=O)CCC(=O)O)cc1,-17%,25%
COc1cccc(/C=C(\C#N)c2nc3ccccc3[nH]2)c1O,7%,0%
O=C(NCCNC(=O)Nc1ccncc1)Nc1ccncc1,0%,-2%
CNC(=O)CN(C)c1nc(-c2ccccc2)c2ccccc2n1,-1%,-6%
COCCn1c(=O)[nH]c2cc(C(=O)N3CCN(c4ccc(Cl)cc4)CC3)ccc2c1=O,-8%,13%
FC(F)(F)c1cccc(CSc2nnc(SCc3ccc(Cl)cc3)s2)c1,-9%,-7%

Additional structures
compound,UDG counter,AID inh
COc1cc(OC)c(NC(=O)Cn2cnc3nc4c(cc3c2=O)CCCC4)cc1Cl,-10%,-7%
CCc1ccccc1NC(=O)C1CCN(C2=NS(=O)(=O)C(c3ccc(C)c(C)c3)=C2C)CC1,9%,10%
O=C(NN(c1ccccc1)c1ccccc1)c1cccc[n+]1[O-],0%,18%
CCOC(=O)c1ccccc1NC(=O)N(C)CCc1c(C)nn(CC)c1C,1%,-7%
Cc1ccc(C)c2c(=O)c3ccccc3sc12,6%,?
CC1CN(C(=O)N2CCC(C(=O)NCc3ccco3)CC2)c2cc(Cl)ccc2O1 (configuration not stated),-2%,-9%
COCCCNc1oc(-c2ccccc2)nc1C#N,-2%,-7%
O=C(N[C@@H](Cc1ccccc1)C(=O)O)c1ccccc1,-8%,0%
O=C(Nc1ccc(F)cc1)c1cc2cc3ccc(Cl)cc3nc2o1,-7%,-10%
CC(NC(=O)c1cccnc1)c1ccc(O)cc1 (configuration not stated),6%,7%

Next section.
compound,UDG counter,AID inh
CCOC(=O)c1nc(Nc2ccc(OC(C)C)cc2)c2ccccc2n1,0%,-2%
CCc1ccc(CN(Cc2ccco2)C(=O)c2cc(-c3ccc(C)c(F)c3)on2)cc1,-14%,-22%
COc1ccc(-n2cc(C(=O)NCc3ccccc3Cl)c3ccccc3c2=O)cc1,-7%,-4%
Cc1ccc(S(=O)(=O)C(CNC(=O)C(=O)NCCc2ccc(Cl)cc2)c2cccs2)cc1 (configuration not stated),15%,10%
Cc1ccc(Cl)cc1N1CCN(CCCNc2ncnc3onc(-c4ccc(F)cc4)c23)CC1,-13%,?
CCN1CCN(CCC(=O)Nc2sc(-c3ccccc3)cc2C(=O)OC)CC1,0%,-22%
COc1ccc(CCNC(=S)Nc2ccc(F)cc2)cc1,0%,0%
Cc1cc(SC#N)cc(C)c1N,9%,1%

4 records picked at random from the list so far:
compound,UDG counter,AID inh
COc1ccc(CCNC(=S)Nc2ccc(F)cc2)cc1,0%,0%
Cc1ccc(Cl)cc1N1CCN(CCCNc2ncnc3onc(-c4ccc(F)cc4)c23)CC1,-13%,?
CCc1ccc(CN(Cc2ccco2)C(=O)c2cc(-c3ccc(C)c(F)c3)on2)cc1,-14%,-22%
CCN1CCN(CCC(=O)Nc2sc(-c3ccccc3)cc2C(=O)OC)CC1,0%,-22%
